# D1 PAM: Potentiators of Human D1 Dopamine Receptor: qHTS. D(1A) dopamine receptor (Homo sapiens), P21728. hit rate 0.036% among 360,000. HEK293 TREx D1 cells, calcium flux, dopamine EC20 potentiation. potentiation, % at 10 µM; in the data active = potentiation above about 30%; also: 0% is about no effect
# Target sequence (P21728 whole entry, looked up): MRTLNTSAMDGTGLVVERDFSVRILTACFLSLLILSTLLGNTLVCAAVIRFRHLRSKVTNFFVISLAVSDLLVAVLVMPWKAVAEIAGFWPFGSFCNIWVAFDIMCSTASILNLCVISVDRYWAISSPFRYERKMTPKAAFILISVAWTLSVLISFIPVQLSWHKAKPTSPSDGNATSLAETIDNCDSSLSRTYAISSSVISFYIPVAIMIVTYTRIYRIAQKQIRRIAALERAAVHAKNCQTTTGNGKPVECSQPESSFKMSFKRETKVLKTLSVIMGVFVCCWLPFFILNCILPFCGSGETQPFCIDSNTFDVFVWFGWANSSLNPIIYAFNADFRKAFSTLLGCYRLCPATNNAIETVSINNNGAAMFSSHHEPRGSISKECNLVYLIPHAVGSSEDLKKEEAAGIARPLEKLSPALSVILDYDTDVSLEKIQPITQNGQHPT
# D1 agonist: Allosteric Agonists of the Human D1 Dopamine Receptor: qHTS; AID 504660, 2011; HEK293 T-REx D1 cells, calcium flux, agonist mode; hit rate 1% among 360,000; activation, % at 2 µM; in the data active = activation above about 30%; also: 0% is about no effect
#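 Agonism was scored from calcium flux recorded over 180 s (1 read/s) after pintool compound addition, following a 10-cycle baseline. Cells were inducible force-coupled HEK293 TREx D1, plated overnight at 30 C and loaded with no-wash calcium dye.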
# RXFP1 ag: qHTS Assay for Agonists of the Relaxin Receptor RXFP1; Relaxin receptor 1 (Homo sapiens), Q9HBX9; HEK293T-RXFP1 cAMP TR-FRET, 30 min; response scale: percent of porcine relaxin response, buffer zero; Potency, µM (highest dose often 57.5 µM), for inactives: at the top dose activation, actives largely listed as activators; hit rate 0.3% among 370,000; active = well fitted activation curve with a large enough effect; inconclusive = small, poorly fitted or top-dose-only effect; also: potency is read from the fitted curve at half-maximal effect; % is scaled to controls: 0 for no effect and ±100 for the full control effect; nearly all actives have a fitted effect of over 60% in size; many of its hits are not listed in these tables
#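 HEK293 cells stably expressing RXFP1, treated 30 min at 37C with compounds plus PDE4 inhibitor Ro 20174; cAMP measured by HTRF TR-FRET. Normalized to buffer and 29 nM porcine relaxin; EC50 by Hill fit.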
# D2 ag: HTS Assay for Allosteric Agonists of the Human D2 Dopamine Receptor: Primary Screen for Agonists. hit rate 0.53% among 340,000. D(2) dopamine receptor (Homo sapiens), P14416. activation, % at 2 µM. HEK293 T-REx D2 cells, calcium flux agonist mode;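 active = activation over 3 SD above normal in the single-dose calcium agonist read, cut at about 30% in these data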; also: 0% is about no effect
#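 Agonism scored from kinetic calcium signal (1 read/sec, 180 s) following compound pin transfer, after a 10 s baseline. Cells: HEK293 Trex line expressing inducible D2 receptor coupled to calcium, dye-loaded after overnight culture at 30 C.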
# D1 antagonist: Antagonist of Human D 1 Dopamine Receptor: qHTS; hit rate 3.2% among 360,000; activity change, negative = inhibition, % at 10 µM; HEK293 TREx D1 cells, calcium flux, dopamine EC80; hits give low values; in the data active = activity change below about -30%; also: % is scaled to controls: 0 for no effect and ±100 for the full control effect
#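 Inducible Hek293 Trex D1 cells (tetracycline, overnight, 30 C). Calcium dye 30–90 min RT. Antagonist mode: EC80 dopamine added after 180 s compound read.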
# D2 antag: HTS Assay for Allosteric Antagonists of the Human D2 Dopamine Receptor: Primary Screen for Antagonists | D(2) dopamine receptor (Homo sapiens), P14416 | HEK293 TREx D2 cells, calcium flux, dopamine EC80 | inhibition, % at 10 µM | hit rate 2% among 340,000 | AID 485344, 2010; in the data active = inhibition above about 30%; also: 0% is about no effect
#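 Calcium mobilization kinetics were recorded at 1 s intervals in tetracycline-induced HEK293 T-REx D2 cells, first for 180 s after compound addition and then 180 s after EC80 dopamine.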
# TRHR PAM: qHTS for Small Molecule Agonists and Allosteric Enhancers of Human TRH Receptor: Primary Screen for Enhancers. TRHR cells, fluo-8 calcium fluorescence, EC20 TRH enhancement. enhancement, % at 2 µM. hit rate 0.66% among 360,000; in the data active = enhancement above about 30%; also: 0% is about no effect
# Target sequence (P34981 whole entry, looked up): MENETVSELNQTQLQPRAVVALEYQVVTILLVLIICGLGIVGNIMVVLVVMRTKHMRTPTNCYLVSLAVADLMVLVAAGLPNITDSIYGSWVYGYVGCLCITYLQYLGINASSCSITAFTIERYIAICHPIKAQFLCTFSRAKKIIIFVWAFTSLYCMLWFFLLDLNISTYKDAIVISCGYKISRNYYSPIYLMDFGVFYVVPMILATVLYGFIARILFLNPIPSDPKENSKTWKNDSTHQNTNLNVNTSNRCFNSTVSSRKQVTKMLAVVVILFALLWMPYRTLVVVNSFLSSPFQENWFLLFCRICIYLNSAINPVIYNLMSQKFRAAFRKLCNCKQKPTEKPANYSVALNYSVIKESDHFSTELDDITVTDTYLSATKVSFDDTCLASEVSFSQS
#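 TRHR-expressing cells loaded with fluo-8 calcium dye were read kinetically (ex 480/em 530) during compound addition, then stimulated with an EC20 of TRH (10 nM final). Enhancement of the Gq-mediated intracellular calcium response was scored.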
# D2 PAM: HTS Assay for Positive Allosteric Modulators of the Human D2 Dopamine Receptor: Primary Screen for Potentiators; HEK293 T-REx D2, calcium flux, EC20 dopamine potentiation; potentiation, % at 10 µM; hit rate 0.34% among 340,000; D(2) dopamine receptor (Homo sapiens), P14416;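 active = potentiation over 3 SD above the plate norm, cut at about 30% in these data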; also: 0% is about no effect
#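 Tetracycline-induced Hek293 Trex D2 cells, force-coupled to calcium, loaded with no-wash calcium dye. Compound added with 180 s kinetic read for agonism, then EC20 dopamine and a further 180 s read for potentiation.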
# RXFP1 antagonist: qHTS Assay for Antagonists of the Relaxin Receptor RXFP1; HEK293-RXFP1, relaxin-stimulated cAMP HTRF, 30 min; hits give low values; hit rate 0.59% among 350,000; activity change, negative = inhibition, % at 57.5 µM; AID 1259400, 2018;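 active = activity change of -60% or lower, but not beyond a set lower limit; inconclusive = change between -60% and -40%, or beyond the set limit; inactive = change above -40%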; also: % is scaled to controls: 0 for no effect and ±100 for the full control effect
# Starred values were filed as active, the others as inactive; ? = inconclusive; / = not tested or not shown; & = joins results of further samples. A portion of the library; the hit share may differ from the screen's.
SMILES,D1 PAM,D1 agonist,RXFP1 ag,D2 ag,D1 antagonist,D2 antag,TRHR PAM,D2 PAM,RXFP1 antagonist
COC(=O)C(CCCCN1C(=O)C2C3C=CC(C3)C2C1=O)N1C(=O)C2C3C=CC(C3)C2C1=O (configuration not stated),-2,2,-0.3%,0.0,-8,17,-3,-2,-7
Cc1ccc(C(=O)NCCCN2CCOCC2)cc1S(=O)(=O)N1CCOCC1,1,3,0.0%,0.2,-10,7,21,10,5
Cc1ccccc1NC(=O)COC(=O)C1CC2CCCC(C1)C2=O (configuration not stated),-3,1,-0.5%,-1.6,0,8,-3,-13,1
COc1ccc(-c2nnc(SCc3csc(N)n3)n2C)cc1,-2,3,0.5%,-0.5,0,-8,2,7,-7
Cc1cc(C)nc(Nc2ccc(Br)cc2C(=O)O)n1,-5,1,0.5%,-0.6,10,6,-2,10,-15
Cc1ccc(S(=O)(=O)NCCC(=O)NNC(=O)c2ccccc2O)cc1C,3,0,-0.6%,-0.3,14,5,7,15,5
Cc1cc(=O)n2[nH]c(-c3ccccc3Cl)cc2n1,-1,0,-2.0%,1.0,-9,-7,-3,10,-9
COc1ccc(NC(=O)CSc2nc(N)c(C(=O)Nc3ccc(N(C)C)cc3)s2)cc1,-7,6,0.2%,0.2,-5,-5,-1,-14,-13
COc1ccc(-c2c(C)nn3c(N4CCC(C(=O)NCCC(C)C)CC4)cc(C)nc23)cc1OC,1,2,2.5%,-1.0,-5,/,5,4,/
COc1ccc(CNC(=O)C(=O)NCC2OCCN2S(=O)(=O)c2ccc(F)cc2)cc1 (configuration not stated),-7,1,-2.4%,0.1,0,1,-5,-2,-3
Cc1ccc(N2CC(C(=O)N3CCC(C(=O)Nc4nnc(C(C)C)s4)CC3)CC2=O)cc1 (configuration not stated),2,-1,-1.9%,0.1,29,2,-3,23,-7
Cc1ccc(Sc2nnc(Cc3ccccc3)c3ccccc23)cc1,-8,11,5.0%,1.3,11,13,-12,2,-3
CC(Nc1ccc2c(c1)OCCO2)C(=O)Nc1ccc2c(c1)OCO2 (configuration not stated),-6,13,0.5%,0.8,-25,-14,2,3,-8
Cc1ccc2c(=O)cc(C(=O)Nc3ccc(S(=O)(=O)N4CCCCC4)cc3)oc2c1C,2,0,2.7%,/,17,/,-5,2,-8
CCOC(=O)c1c(C)c(C(=O)NCCCN2CCCC2=O)c(C)n1CC,-2,7,-0.2%,62*,-14,-7,6,-19,0

# Three compounds already listed, ordered by formula weight, largest number first.
SMILES,D1 PAM,D1 agonist,RXFP1 ag,D2 ag,D1 antagonist,D2 antag,TRHR PAM,D2 PAM,RXFP1 antagonist
Cc1ccc(C(=O)NCCCN2CCOCC2)cc1S(=O)(=O)N1CCOCC1,1,3,0.0%,0.2,-10,7,21,10,5
Cc1ccc(S(=O)(=O)NCCC(=O)NNC(=O)c2ccccc2O)cc1C,3,0,-0.6%,-0.3,14,5,7,15,5
Cc1ccc(Sc2nnc(Cc3ccccc3)c3ccccc23)cc1,-8,11,5.0%,1.3,11,13,-12,2,-3

# Following part.
SMILES,D1 PAM,D1 agonist,RXFP1 ag,D2 ag,D1 antagonist,D2 antag,TRHR PAM,D2 PAM,RXFP1 antagonist
O=C(c1cc2cc(Br)ccc2o1)N1CCOCC1,1,0,2.8%,0.1,1,8,-4,6,-3
S=C(NCCCN1CCOCC1)NC1CC1,2,-1,-0.7%,2.2,/,2,1,8,1
COC(=O)C1Cc2c([nH]c3ccccc23)C2(CCN(Cc3ccccc3)CC2)N1 (configuration not stated),-4,58*,2.6%,4.2,-39*,75*,-4,-32,-25
Cc1cccc(C(=O)N[C@H](C(=O)OCc2cc(=O)n3c(n2)sc2ccccc23)C(C)C)c1,-6,1,-0.9%,-1.2,3,-8,-6,-3,3
CC(C)CN(CCNC(=O)CN1C(=O)CSc2ccc(S(=O)(=O)N3CCOCC3)cc21)CC(C)C,3&-2,2&-4,0.4%&7.1%,0.2&0.3,0&-7,-7,-5&0,2&8,-3&0
Cc1ccc(Cn2nc3c(cc2=O)CCc2ccccc2-3)cc1,0,-1,7.0%,/,11,5,4,2,-1
O=C(O)CC/C(=N\Nc1ccccc1[N+](=O)[O-])c1cccs1,2,2,2.1%,0.4,-5,-2,4,-20,-13
COc1ccc(NS(=O)(=O)c2cccc(NC(=O)CCC(=O)c3cccs3)c2)cc1,-4,10,0.7%,-0.6,-20,-3,-1,-2,-1
CCOc1ccc(Sc2cc(C(=O)NCc3ccc(F)cc3)c3ccccc3n2)cc1,-3,5,?,0.1,-23,/,-5,5,/
CCn1c(C)cc(/C=C2/SC(=S)NC2=O)c1C,-6,16,-2.1%,5.6,-2,4,5,5,10
NC(=O)OCC(COC(N)=O)c1ccccc1,4,1,-1.4%,1.6,-39*,-10,-5,-6,18
CN(C)/C=C/C(=O)c1ncc(C(F)(F)F)cc1Cl,-4,3,0.7%,-3.6,-3,5,-6,5,-7
COc1cc(NC(=O)Cc2ccccc2)cc(OC)c1,-2,4,-1.0%,0.5,1,-22,9,7,-3
Cc1cc(Sc2nnc(/N=C/N(C)C)s2)c2ccccc2n1,-8,1,7.0%,0.0,-8,-7,-10,8,-9
CC(=O)c1c(N)[nH]c(-c2ccccc2)nc1=S,-8,5,1.4%,-1.1,-4,-9,0,5,-17

# 3 of the compounds above, with tabs.
structure	D1 PAM	D1 agonist	RXFP1 ag	D2 ag	D1 antagonist	D2 antag	TRHR PAM	D2 PAM	RXFP1 antagonist
CC(C)CN(CCNC(=O)CN1C(=O)CSc2ccc(S(=O)(=O)N3CCOCC3)cc21)CC(C)C	3&-2	2&-4	0.4%&7.1%	0.2&0.3	0&-7	-7	-5&0	2&8	-3&0
COc1cc(NC(=O)Cc2ccccc2)cc(OC)c1	-2	4	-1.0%	0.5	1	-22	9	7	-3
Cc1ccc(Cn2nc3c(cc2=O)CCc2ccccc2-3)cc1	0	-1	7.0%	/	11	5	4	2	-1

# New compounds follow:
SMILES,D1 PAM,D1 agonist,RXFP1 ag,D2 ag,D1 antagonist,D2 antag,TRHR PAM,D2 PAM,RXFP1 antagonist
CCC(C)NC(=O)c1ccccc1-c1ccccc1C(=O)NC(C)CC (configuration not stated),-4,13,-1.6%,0.8,-11,-7,21,-1,-6
CCC(=O)Nc1cc(=O)[nH]c2nc(-c3ccc(Cl)cc3)nn12,-10,4,0.6%,-0.9,-16,5,-3,8,-5
CC(C)(CS(=O)(=O)[O-])NC(=O)CC[N+](C)(C)CCO,0,1,-3.5%,0.0,10,20,-7,-4,-2
COc1ccc(OC)c(C(=O)CSc2nccc(-c3ccc(Br)cc3)n2)c1,-10,2,2.6%,1.1,13,-10,-1,5,21
CNS(=O)(=O)c1ccc(NC(=O)C(CCSC)NC(N)=O)cc1 (configuration not stated),-2,2,-1.5%,1.3,-5,-12,-1,17,-4
COc1ccc(OC)c(NC(=O)CN2CCc3ccccc3C2)c1,-1,4,0.2%,-2.1,10,1,-2,-5,-11
Cc1ccc(Cn2nnc3c(=O)[nH]c(C4CCN(S(=O)(=O)c5ccc(S(=O)(=O)NC6CC6)cc5)CC4)nc32)cc1,-6,1,4.1%,2.6,-20,-1,0,/,-10
Cc1ccc(CN2C(=O)CSC2c2ccc(F)cc2)cc1 (configuration not stated),4,6,0.1%,-0.8,-39*,2,-2,-6,-2
O=C(CSc1ccccc1)Nc1nnc(-c2ccco2)o1,-2,2,1.5%,1.6,-7,13,-1,1,18
COC(=O)c1ccc(/C=C/c2c(-c3ccsc3)oc3ccc(N4CCOCC4)cc23)cc1,5,1,?,-0.4,11,-14,15,5,/
Cc1nn2cc(-c3ccccc3)nc2s1,-3,0,0.1%,0.6,3,2,8,5,-16
COc1cc(-c2nnc(SCC(=O)c3cc(C)n(CC4CCCO4)c3C)o2)cc(OC)c1OC (configuration not stated),0,12,-0.3%,-2.2,6,-1,14,0,4
NC(=O)C1CCN(C(=O)NC(=O)c2ccccc2)CC1,6,1,2.5%,0.4,3,14,9,-21,-4
CC(NC(=O)Nc1ccc(Cl)cc1)c1ccc2c(c1)OCO2 (configuration not stated),0,10,-0.7%,-0.4,-17,3,-4,-6,0
N/C(=N\N=C\c1ccco1)SC1CC(=O)N(c2ccccc2)C1=O (configuration not stated),3,3,3.1%,0.6,2,0,5,16,-20
c1ccc(-n2nnc(-c3cccnc3)n2)cc1,-4,-4,0.5%,-0.3,-19,-6,-1,0,/
COc1ccc(-c2nc(SCC(=O)NCCc3ccccc3)n[nH]2)cc1,-4,-2,4.0%,0.2,-27,/,5,-11,-13
Cc1nc(N2CCN(c3ccccc3)CC2)nc2c1C(=O)CC(C)C2 (configuration not stated),-9,1,0.8%,0.2,-16,-8,-13,4,2
Fc1cccc2sc(Nc3nc4cc5c(cc4s3)OCO5)nc12,9,3,-0.3%,-0.7,-1,-10,2,0,-21
O=C(Nc1cccc2ccccc12)OC1C=CS(=O)(=O)C1 (configuration not stated),3,-2,0.3%,0.2,-2,-4,-2,10,-4
O=C(NC1CCN(c2ncccn2)CC1)c1c(F)cccc1F,-4,10,4.7%,-0.4,4,10,6,2,-1
Cc1nc(Cc2nnc(SC(C)C(=O)N3c4ccccc4NC(=O)C3(C)C)o2)cs1 (configuration not stated),1,2,-1.2%,-0.2,2,8,2,6,5
CC(=O)Nc1ccc(Nc2ncnc(N)c2[N+](=O)[O-])cc1,-2,1,6.5%,1.2,-3,6,3,9,1
COc1ccc(C(=O)NC(C)CCc2ccccc2)cc1 (configuration not stated),-1,0,2.6%,0.2,-2,0,-9,-1,-6
O=C(O)/C=C/C(=O)NCc1cn(-c2ccccc2)nc1-c1cccc(Br)c1,-4,4,-1.6%,-0.4,7,4,3,1,-15
CCCS(=O)(=O)c1c(S(=O)(=O)CCC)c2ccc(C(N)=O)cn2c1C(=O)c1ccccc1,0,6,0.1%,-1.2,6,11,1,12,6
CCc1ccc2[nH]c(=O)c(CN(Cc3ccccc3OC)C(=O)Nc3ccccc3OC)cc2c1,3,2,0.2%,-0.5,/,-10,7,-10,8
COc1ccc(N2CCN(c3oc(COc4ccc(Cl)cc4Cl)nc3C#N)CC2)cc1,0,2,-1.8%,-0.2,13,4,-5,-1,1
CCOc1ccccc1CNCc1c(C(=O)O)c(C)n(Cc2ccc(Cl)cc2)c1C,0,-1,0.8%,-0.3,-67*,/,-24,-6,-9
CC(C)C(=O)NCC(c1cccs1)S(=O)(=O)c1ccc(F)cc1 (configuration not stated),6,1,-0.4%,0.4,4,5,9,-1,20
